Compound activity from PubChem.
AID inhibitor – blocks human AID cytidine deaminase activity | Q9GZX7 | AID deamination FRET fluorescence, UDG-coupled, 4 h | Potency, µM (top dose mostly 115 µM), without a hit: top-dose activity change, negative = inhibition, usual class: inhibitors | 91,000 tested, 0.32% active | AID 1347428; also: nearly all actives have a fitted effect of over 25% in size
Target sequence (Q9GZX7 whole entry, looked up): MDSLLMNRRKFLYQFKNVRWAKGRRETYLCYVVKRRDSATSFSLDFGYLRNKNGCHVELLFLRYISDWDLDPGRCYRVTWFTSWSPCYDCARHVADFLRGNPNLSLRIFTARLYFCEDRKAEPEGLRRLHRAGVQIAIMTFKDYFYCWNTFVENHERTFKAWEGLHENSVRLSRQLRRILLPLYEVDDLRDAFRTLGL
UDG counter – counter-screen for AID inhibitors: uracil-DNA glycosylase inhibition. Potency, µM (highest dose often 115 µM), for inactives: at the top dose activity change, negative = inhibition, usual class: inhibitors. AID 1347430. FRET deamination/UDG coupled assay, UDG read, 4 h. 91,000 tested, 0.14% active; also: nearly all actives have a fitted effect of over 65% in size
* hit, by the source's call; i = inactive; ? = inconclusive; [ ] = remark or other dose. Calls follow the shape of the dose curve; as a rule, active = well fitted curve in the direction sought with a large enough effect; inconclusive = small, poorly fitted or top-dose-only effect, or another doubt; inactive = no such curve, though single readings can be large; an effect the other way counts as inactive or inconclusive. % is scaled to controls: 0 for no effect and ±100 for the full control effect; potency is read from the fitted curve at half-maximal effect. An excerpt (hit frequency here may not be typical).

The first 14 compounds, ahead of the listing:
SMILES | AID inhibitor | UDG counter
CCc1cccc2c(C(=O)COC(=O)C3=NNC(=O)CC3)c[nH]c12 | -9.9% | -2.2%
CC(C)C(OC(=O)/C=C/c1cccc(F)c1)C(=O)NC(N)=O (configuration not stated) | -4.6% | 1.2%
COc1ccccc1Nc1nc(-c2ccccc2F)nc2ccccc12 | -1.7% | 16.8%
CCCCCOc1ccc(OC(=O)c2ccc(-c3ccc(CC)cn3)cc2)cc1 | 1.9% | 2.9%
O=C(Nc1ccc(Cl)c(C(F)(F)F)c1)c1nc2ccccc2nc1N1CCCCC1 | ? | ?
CC(C)CCNC(=O)CCC(=O)NCCC1=CCCCC1 | -1.6% | 8.8%
CCc1ccc(OC(=O)/C=C/c2ccccc2)cc1 | -2.5% | 8.4%
Cc1c(C)c2ccc(OCC(=O)Nc3ccccc3)c(C)c2oc1=O | -3.4% | 19.8%
Cc1ccc(CNCc2cccs2)s1 | 3.0% | -3.6%
Cc1c(CC(=O)N2CCN(C(=O)C3COc4ccccc4O3)CC2)c(=O)oc2cc(O)c(Cl)cc12 (configuration not stated) | -0.7% | 3.8%
COc1cccc(C2=C(C(C)=O)Sc3nnc(-c4ccccc4)n3N2C(C)=O)c1 | 24.4% | -18.4%
COc1ccccc1CNC(=O)CCC(=O)N1CC(C)Sc2ccccc21 (configuration not stated) | -1.3% | 0.9%
Cc1nc2ccn(Cc3ccccc3)c(=O)c2cc1C(=O)NCc1ccccc1F | -10.3% | 10.3%
CCC(Cn1nnc2ccccc2c1=O)NC(=O)Nc1cc(OC)cc(OC)c1 (configuration not stated) | -5.7% | -7.1%

Main list (from the top)
SMILES | AID inhibitor | UDG counter
CCc1cccc2c(C(=O)COC(=O)C3=NNC(=O)CC3)c[nH]c12 | -9.9% | -2.2%
CC(C)C(OC(=O)/C=C/c1cccc(F)c1)C(=O)NC(N)=O (configuration not stated) | -4.6% | 1.2%
COc1ccccc1Nc1nc(-c2ccccc2F)nc2ccccc12 | -1.7% | 16.8%
CCCCCOc1ccc(OC(=O)c2ccc(-c3ccc(CC)cn3)cc2)cc1 | 1.9% | 2.9%
O=C(Nc1ccc(Cl)c(C(F)(F)F)c1)c1nc2ccccc2nc1N1CCCCC1 | ? | ?
CC(C)CCNC(=O)CCC(=O)NCCC1=CCCCC1 | -1.6% | 8.8%
CCc1ccc(OC(=O)/C=C/c2ccccc2)cc1 | -2.5% | 8.4%
Cc1c(C)c2ccc(OCC(=O)Nc3ccccc3)c(C)c2oc1=O | -3.4% | 19.8%
Cc1ccc(CNCc2cccs2)s1 | 3.0% | -3.6%
Cc1c(CC(=O)N2CCN(C(=O)C3COc4ccccc4O3)CC2)c(=O)oc2cc(O)c(Cl)cc12 (configuration not stated) | -0.7% | 3.8%
COc1cccc(C2=C(C(C)=O)Sc3nnc(-c4ccccc4)n3N2C(C)=O)c1 | 24.4% | -18.4%
COc1ccccc1CNC(=O)CCC(=O)N1CC(C)Sc2ccccc21 (configuration not stated) | -1.3% | 0.9%
Cc1nc2ccn(Cc3ccccc3)c(=O)c2cc1C(=O)NCc1ccccc1F | -10.3% | 10.3%
CCC(Cn1nnc2ccccc2c1=O)NC(=O)Nc1cc(OC)cc(OC)c1 (configuration not stated) | -5.7% | -7.1%
CCOCCc1nn2c(=O)cc(COC(=O)C(CC)c3ccccc3)nc2s1 (configuration not stated) | -6.2% | 0.6%
Cc1ccc(OCCSc2nc3ccccc3n2CC(=O)N2CCCCC2)cc1C | i | ?
O=C(Nc1ccc(Cl)cc1C(F)(F)F)c1cccc(Cl)c1Cl | -4.4% | -4.7%
CCc1nnc(NC(=O)c2cc(=O)[nH]c3ccccc23)s1 | 0.4% | -8.2%
Cc1c(Cl)cccc1-n1ncc(C(=O)Nc2ccc(Br)cc2F)c1C1CCNCC1 | 96.5%[activator] | -21.2%
CCc1cccc(NC(=O)CCNS(=O)(=O)c2ccc3c(c2)CCN3C(C)=O)c1 | -2.3% | 3.9%
O=[N+]([O-])c1cc(-c2nc(-c3ccccn3)no2)ccc1NCc1ccccc1 | 0.1% | ?
O=C(Cn1c(SCc2ccccc2F)nc2cccnc21)Nc1ccc(F)c(Cl)c1 | 4.7% | 0.1%[57.5 µM]
CC(C)CC(=O)Nc1ccc(-c2csc(N)n2)cc1 | -4.5% | -2.9%
O=C(O)CCc1ccncc1 | -1.6% | -2.6%
CCCn1c(=N)c(C(=O)NCc2cccnc2)cc2c(=O)n3cccc(C)c3nc21 | 8.2% | 8.9%
SMILES | AID inhibitor | UDG counter
Cc1ccc(S(=O)(=O)C(CNC(=O)c2ccc(F)c(F)c2)c2ccco2)cc1 (configuration not stated) | -0.5% | 19.5%
Clc1cccc(CSc2cccc3cccnc23)c1 | 25.1µM* | -2.8%
CCOc1cc(C(=O)Nc2ccc(NS(C)(=O)=O)cc2)ccc1OC | 8.5% | 5.4%
O=C(CSc1nc2ncccc2o1)Nc1ccc(Cl)cc1F | 5.1% | 5.0%
Cc1ccc(CNC(=O)C2CCN(S(=O)(=O)c3ccc(F)cc3)CC2)cc1 | -0.6% | -3.9%
CCc1ccc(/C=C2\Oc3cc(OS(=O)(=O)c4ccc(OC)cc4)ccc3C2=O)cc1 | -9.6% | -3.2%
CCc1ccc2c(CSc3nc(N)cc(N)n3)cc(=O)oc2c1 | -10.0% | -2.5%
O=c1c(-c2ccccc2)coc2cc(OCc3cccc4ccccc34)ccc12 | 4.4% | 3.8%
CCOc1ccc(C(=O)CC2(O)C(=O)Nc3ccc(Cl)cc32)cc1 (configuration not stated) | -3.0% | 1.5%
COc1ccc(CCNC(=O)C2CCN(c3nc4ccccc4nc3C(F)(F)F)CC2)c(OC)c1 | 3.2% | 9.2%
COc1ccc(Cl)cc1NC(=O)Cn1nnc(C(=O)NCc2cccs2)c1N | -12.5% | -0.5%
COc1ccc(Nc2nnc(-c3cc4cc(Cl)ccc4oc3=O)s2)cc1 | 5.2% | 3.8%
Cc1c(NC(=O)c2nn(CCO)c(=O)c3ccccc23)c(=O)n(-c2ccccc2)n1C | -11.1% | 6.0%
Cc1ccc(CCNC(=O)c2cc(C)nc3c2c(C)nn3-c2ccc(C)cc2)cc1 | 1.8% | 7.5%
COc1cccc(CNC(=O)C2CCN(c3nnc(-n4c(C)ccc4C)s3)CC2)c1 | 1.5% | -4.4%
COC(=O)c1cccc(NC(=O)c2nsc3ccccc23)c1 | 9.3% | -10.2%
CCNC(=O)NC(=O)CN1CCCCCCC1 | -2.3% | -1.7%
CCOC(=O)c1ccc(NC(=O)C(CC)Sc2nc3ncccc3o2)cc1 (configuration not stated) | -5.3% | -9.9%
COCCn1c(C)cc(/C=N/n2cnnc2SCc2ccc(Cl)cc2)c1C | -20.9% | -14.5%
CC(C)C(C)NC(=O)COC(=O)/C=C/c1cccc2cccnc12 (configuration not stated) | -3.2% | -3.1%
CCNC(=O)NC(=O)CSc1cc(C)c2cccc(C)c2n1 | 3.6% | -0.5%
O=C(Cn1ccc2cc(S(=O)(=O)N3CCCC3)ccc21)NCc1ccccc1Cl | 7.1% | -19.1%[57.5 µM]
COc1ccccc1CNC(=O)C1CCN(Cc2nc(-c3ccc(OC)c(OC)c3)oc2C)CC1 | -15.8% | ?
N#CCCN(CCC#N)c1ccncc1 | -2.7% | 2.6%
CC(OC(=O)CC1Oc2ccccc2NC1=O)C(=O)NC1CCCC1 (configuration not stated) | -0.9% | 2.4%
SMILES | AID inhibitor | UDG counter
CC(O)CNc1nc(C(C)C)c2c(c1C#N)CCCC2 (configuration not stated) | -18.3% | -10.1%
CCOc1ccc(CC(=O)NNC(=S)NCCCOC)cc1OCC | -4.8% | 0.1%
COc1ccc(C2C(=O)N(C3CCCCCC3)CC(=O)N2CCc2ccc(OC)c(OC)c2)cc1 (configuration not stated) | -20.1% | -4.1%[57.5 µM]
Cc1cc(C)c(NC(=O)c2cc(CN3CCOCC3)on2)c(C)c1 | 2.4% | -0.3%
Cn1nc(C(=O)NCc2ccc(O)cc2)c2ccccc2c1=O | -1.9% | -0.9%
S=C1NC2(CCCCC2)N=C1c1ccc(Br)cc1 | 3.5% | 2.1%
COc1cccc(OCC(=O)Nc2nnc3n2CCS3)c1 | 64.8%[activator] | -7.8%
O=c1cc(CN2CCN(c3cccc(Cl)c3)CC2)c2cc(Cl)c(O)cc2o1 | -18.0% | -2.4%
O=C(COC(=O)Cc1ccc(F)cc1)NCc1ccccc1 | -6.6% | -1.1%
Fc1ccc(-c2nc(COc3c(Cl)cccc3Cl)co2)cc1 | -5.0% | -2.1%
Cc1c(C(=O)NCc2ccccc2Br)oc2ccc3c(c12)C(=O)CC(C)(C)O3 | -19.8% | -11.6%
Cc1ccc(C)c(N2CCN(S(=O)(=O)c3ccc4c(c3)n(C)c(=O)c(=O)n4C)CC2)c1 | -13.9% | -3.8%[57.5 µM]
Cc1noc(C)c1C(=O)OC(C)C(=O)c1c[nH]c2ccccc12 (configuration not stated) | 4.0% | -0.6%
CC1C/C(=N/NC(=S)Nc2ccc(SC(F)F)cc2)CC(C)(C)C1 (configuration not stated) | 4.8% | -4.9%
COc1ccc(CN(Cc2ccco2)c2cnc(S(C)(=O)=O)nc2C(=O)Nc2ccc(C)c(C)c2)cc1 | -11.9% | -9.5%
COc1ccc(NC(=O)CC2C(=O)N(c3ccccc3)C(=O)N2CCC2=CCCCC2)cc1 (configuration not stated) | 8.2% | -6.3%
COC(=O)c1cc(C)nc2c1c(=O)nc(SCc1ccccc1C)n2C1CC1 | -10.5% | 84.4%[activator]
Cc1cccc(NC(=O)N(Cc2cccs2)C2CC2)c1 | -0.1% | 0.7%
CCOC(=O)c1cc(-c2ccc(OC)cc2)n(CCC(=O)Nc2cccc(C)c2C)c1C | -3.3% | 0.6%[57.5 µM]
Cc1cc(NC(=O)COC(=O)c2cc3ccccc3s2)no1 | 2.8% | -5.5%
COc1ccc(N2CCN(C(=O)Cn3cnc4nc5c(cc4c3=O)CCCC5)CC2)cc1 | 1.5% | -13.0%
COc1cccc(-c2nn(C)c3sc(C(=O)NCCc4cccc(C)c4)cc23)c1 | ? | ?
CCCNC(=O)CCc1c(C)n(CC)c2cc(-c3ccccc3OC)nn2c1=O | -7.7% | -16.5%
COc1ccc(Br)c2c1/C(=N/OC(=O)c1ccccc1Cl)CC2 | 13.0% | -0.6%
Cc1[nH]c2c(ccc3ccccc32)c1C | -3.4% | -9.2%
SMILES | AID inhibitor | UDG counter
CCOc1ccc(NS(=O)(=O)c2cc(Br)cc3c2N(C(=O)C2CC2)CC3)cc1 | 0.8% | -2.8%
Cc1cc(C)cc(NC(=O)c2ccc3c(c2)CCC3)c1 | -14.3% | 4.0%
Cc1ccc(Cn2c(CNS(=O)(=O)c3ccc(Cl)s3)nc3cccnc32)cc1 | 33.3%[activator] | -11.4%
Cc1ccc(NC(=O)Cn2cnc3c2c(=O)n(C)c(=O)n3C)cc1F | 1.3% | -0.1%
CCCOC(=O)c1c(NC(=O)c2nc3ncccn3n2)sc(C(N)=O)c1C | 37.5%[activator] | -0.4%
COc1ccccc1CNc1oc(-c2ccc(C)cc2)nc1C#N | -13.8% | 4.1%
CCOc1ccccc1OCCCC(=O)Oc1ccc(-c2ccc(C#N)cc2)cc1 | -2.6% | 1.2%
O=C1C(c2ccc(F)cc2)N(CCc2ccccc2)C(=O)CN1C1CCCCC1 (configuration not stated) | 3.4% | 37.3%[activator]
CCOC(=O)C1=C(CN2CCCCC2)NC(=O)NC1c1ccc(OC)cc1 (configuration not stated) | 6.6% | 1.1%
CCOc1ccc2oc(C(=O)N3CCN(CC(=O)Nc4ccccc4C(F)(F)F)CC3)c(C)c2c1 | -5.8% | -8.0%
Cc1cn2c(=O)cc(COc3ccc(NC(=O)c4ccccc4C)cc3)nc2s1 | 8.7% | -8.9%
CC1=C(C(=O)Nc2ccccc2)C(c2cccs2)n2nc(SCc3ccccc3F)nc2N1 (configuration not stated) | -0.7% | -0.7%
CCCNC(=O)NC(=O)CN(Cc1ccc(C#N)cc1)C(C)C | -5.4% | -1.1%
COC(=O)C1C2CCC(C2)C1C(=O)OCC(=O)c1ccc(Cl)cc1 (configuration not stated) | 14.3% | -11.9%
CCOc1cc2[nH]c(=O)n(CCCCC(=O)N3CCN(c4ccc(OC)cc4)CC3)c(=O)c2cc1OCC | -1.7% | 4.9%
Cc1ccc(-c2nnn3c2nc(NCC(C)c2ccccc2)c2ccccc23)cc1 (configuration not stated) | -4.2% | 5.0%
Cc1cccc(-n2c(C)nc3cc(C(=O)NCCC4=CCCCC4)ccc32)c1 | ? | -15.5%
O=S(=O)(c1ccc(F)cc1)c1ccc(F)cc1 | -10.3% | 6.7%
Cc1ccc(C(=O)Nc2nnc(S(=O)(=O)N(C)Cc3ccc(F)cc3)s2)cc1 | 10.1% | 11.4%
COc1ccc(NC(=O)Nc2nnc(N(CC(C)C)CC(C)C)s2)c(OC)c1 | -8.6% | -16.7%
CC(Sc1nc(CN2CCOCC2)nc2ccccc12)C(=O)Nc1cccc(F)c1 (configuration not stated) | -1.0% | -4.5%
O=C(O)c1ccc(N2C(=O)c3[nH]nc(-c4ccccc4)c3C2c2cccc(F)c2)cc1 (configuration not stated) | ? | 3.9%
CCc1ccc(NC(=O)CSc2nc3nc(C)cc(C)n3n2)cc1 | 18.7% | 7.0%
CCCCNc1cc(N2CCN(C3CCCCC3)CC2)c2noc3c2c1C(=O)c1ccccc1-3 | 65.5%[activator] | 10.4%
O=C(NC1CCCCC1)c1ccc2c(c1)sc1nc(-c3ccccc3)cn12 | 13.4% | -0.9%[57.5 µM]
CC(C)CN(CC(=O)NC(N)=O)C1CC1 | -0.3% | -5.8%
COc1ccc(-c2c(C(F)(F)F)oc3cc(OC(=O)C(C)C)ccc3c2=O)cc1OC | -16.0% | 9.8%
CSCCC(=O)N1CCN(c2oc(-c3ccco3)nc2C#N)CC1 | -6.0% | -0.4%
